EIF4E inhibitors = eIF4E expression suppression, luciferase knock-in reporter – cell-based, HT1080, primary screen (AID 1224817); HT1080 EIF4E-luc2 knock-in reporter, luciferase, 16 h; stronger effect = lower value; log2 luciferase activity ratio at 2.5 µM; 2,000 tested, 1% active;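 active means log2 luciferase ratio at or below -0.5849, meaning signal at two thirds of solvent-only control or lower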;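 further: luciferase reports endogenous eIF4E expression since it is co-expressed from the native EIF4E locus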
Active calls of the source: *; & = joins results of further samples; ! = not confirmed by another sample. This is a subset (hit frequency here may not be typical).

Screening O=C(O)c1[nH]c2c([N+](=O)[O-])cc([N+](=O)[O-])cc2c1C(=O)O returned EIF4E inhibitors -0.0942.
`OCCNc1ncnc2nc[nH]c12` gave EIF4E inhibitors -0.0782.
Screening Nc1nc(N)c(CCCCc2ccccc2)c(N)n1 returned EIF4E inhibitors 0.412.
For COC(=O)C1C(O)CCC2CN3CCc4c([nH]c5ccccc45)C3CC21 (centres undefined) the results were EIF4E inhibitors -0.134&-0.268.
Screening O=C(CCN1CCCCC1)c1csc2ccccc12 returned EIF4E inhibitors 0.0243.
For CN(C)CCNS(=O)(=O)N(C)C the results were EIF4E inhibitors -0.384.
`Cc1c(N)nc([C@H](CC(N)=O)NC[C@H](N)C(N)=O)nc1C(=O)N[C@H](C(=O)N[C@H](C)[C@@H](O)[C@H](C)C(=O)N[C@H](C(=O)NCCc1nc(-c2nc(C(=O)NCCC[S+](C)C)cs2)cs1)[C@@H](C)O)C(OC1OC(CO)C(O)C(O)C1OC1OC(CO)C(O)C(OC(N)=O)C1O)c1cnc[nH]1` (some centres undefined) gave EIF4E inhibitors -0.271.
Screening ClCC[N+]12CC[N+](CCCl)(CC1)C2 (tested in a mixture with another compound) returned EIF4E inhibitors -0.0108.
Clc1ccccc1NN(Cc1ccncc1)c1ccccc1Cl was read as EIF4E inhibitors -0.0784.
For CC[C@H]1OC(=O)[C@H](C)[C@@H](OC2CC(C)(OC)C(OC(=O)CCCC(=O)O)C(C)O2)[C@H](C)[C@@H](OC2OC(C)CC(N(C)C)C2O)[C@](C)(O)C[C@@H](C)C(=O)[C@H](C)[C@@H](O)[C@]1(C)O (some centres undefined) the results were EIF4E inhibitors -0.146.
`O=[N+]([O-])c1ccc(Nc2nc3ccccc3s2)cc1` gave EIF4E inhibitors 0.152.
Screening CC1(C)N=C(N)N=C(N)N1c1cccc(OCc2cccc(N)c2)c1 returned EIF4E inhibitors -0.16.
Screening CC1CCCC2(CC[N+](C)(CCC[N+](C)(C)C)CC2)C1 (centres undefined) returned EIF4E inhibitors 0.118.
Nc1nc(N)c2nn(-c3ccc(C(=O)O)cc3)nc2n1 was read as EIF4E inhibitors 0.0886.
`c1ccc(C2=NNC3c4ccccc4-c4ccccc4N3C2)cc1` (centres undefined) gave EIF4E inhibitors -0.0989.
For O=C(O)c1cccc(SSc2cccc(C(=O)O)c2)c1 the results were EIF4E inhibitors -0.131.
C=C[C@]1(C)C[C@@H](OC(=O)CO)[C@@]2(C)[C@H](C)CC[C@]3(CCC(=O)[C@H]32)[C@@H](C)[C@@H]1O was read as EIF4E inhibitors 0.127.
Cc1cc2c(SCc3ccccc3Cl)nc(N)nc2nc1C was read as EIF4E inhibitors -0.153.
For C=C1C(=O)O[C@@H]2[C@H]3O[C@]3(C)CCC=C(C)CC[C@@H]12 the results were EIF4E inhibitors 0.0088.
`CCN=C=NCCCN(C)C` gave EIF4E inhibitors -0.0318.
CC(C)CCC1(CCN)C(=O)NC(=O)NC1=O was read as EIF4E inhibitors -0.279.
Screening O=C1c2ccccc2C(=O)c2c1ccc(C(=O)O)c2-c1ccc2ccccc2c1 returned EIF4E inhibitors 0.148.
`NCC(=O)Nc1ccccc1` gave EIF4E inhibitors -0.679*.
Screening COc1ccc(OC)c(-c2cc(C(=O)O)c3cc4ccccc4cc3n2)c1 returned EIF4E inhibitors 0.405.
`CC1CCC(O)(C(C)(C(=O)O)c2ccccc2)CC1` (centres undefined) gave EIF4E inhibitors -0.0836.
For OC(Cc1ccccc1)(Cc1ccccc1)c1ccccc1 the results were EIF4E inhibitors -0.0177.
Screening O=C(O)c1ccc(C(=O)O)c2c(C(=O)O)ccc(C(=O)O)c12 returned EIF4E inhibitors -0.0979.
Cc1cc2c(cc1C)NC1=C(N2)OC(c2c[nH]c3ccc(COc4ccccc4)cc23)C1=O (centres undefined) was read as EIF4E inhibitors 0.892.
For COc1ccc(/C=C(/C#N)C(N)=O)cc1OC the results were EIF4E inhibitors 0.109.
For CC(C)(C)c1ccc(O)c(CN(Cc2c(O)ccc3ccccc23)C2CCCCC2)c1 the results were EIF4E inhibitors -0.0216.
For O=C=Nc1ccc(Cc2ccc(N=C=O)cc2)cc1 (tested in a mixture with another compound) the results were EIF4E inhibitors 0.226.
Screening Fc1cccc(F)c1C(Nc1nncs1)Nc1nncs1 returned EIF4E inhibitors -0.0823.
c1ccc2c(CN3CCN(Cc4c[nH]c5ccccc45)CC3)c[nH]c2c1 was read as EIF4E inhibitors 0.025.
For NC(N)=NC(N)=Nc1c(F)c(F)c(F)c(F)c1F the results were EIF4E inhibitors 0.115.
`CN1CCN(c2ccncc2S(=O)(=O)N2CCN(C)CC2)CC1` gave EIF4E inhibitors 0.169.
For O=C(O)CSc1ncccc1[N+](=O)[O-] the results were EIF4E inhibitors 0.0741.
`O=C(O)C(C(=O)O)P(=S)(S)c1ccccc1` (centres undefined) gave EIF4E inhibitors 0.374.
O=C1c2ccccc2-c2cc([N+](=O)[O-])c([N+](=O)[O-])cc21 was read as EIF4E inhibitors 0.191.
Oc1cccc2ccc(SSc3ccc4cccc(O)c4n3)nc12 was read as EIF4E inhibitors 0.175.
COc1ccc(-c2nc(N)c3ncn(C4OC(CO)C(O)C4O)c3n2)cc1 (centres undefined) was read as EIF4E inhibitors -0.276.
NCCP(=O)(O)O was read as EIF4E inhibitors 0.0482.
For O=c1oc2cc(N=Cc3ccc4c(c3)OCO4)ccc2c2ccccc12 the results were EIF4E inhibitors -0.352.
Screening NC(Cc1ccnnc1)C(=O)O (centres undefined) returned EIF4E inhibitors 0.216.
For COc1ccc(Cc2ccc3[nH]c(=O)cc(C)c3c2)cc1S(=O)(=O)O the results were EIF4E inhibitors 0.0296.
For NC1C2C(CC(=O)O)OCC=C3CN4CCC1(C(=O)C(=O)O)C4CC32 (centres undefined) the results were EIF4E inhibitors -0.0802.
Screening Cc1ccc(OP(=O)(Oc2ccc(C)cc2)N2C=Cc3ccccc3C2C#N)cc1 (centres undefined) returned EIF4E inhibitors 0.375.
C[As+](C)(c1ccc(Br)c([N+](=O)[O-])c1)c1ccc(Br)c([N+](=O)[O-])c1.O=[N+]([O-])O was read as EIF4E inhibitors 0.0749.
`COC(=O)CC[C@@H](C)[C@H]1CC[C@H]2[C@@H]3CC[C@@H]4C[C@H](O)CC[C@]4(C)[C@H]3CC[C@]12C` gave EIF4E inhibitors 0.361.
For CN1CCN(CC(=O)N2c3ccccc3Sc3cc4ccccc4cc32)CC1 the results were EIF4E inhibitors 0.0693.
For CNCC(SC)c1ccc(O)c(O)c1 (centres undefined) the results were EIF4E inhibitors 0.227.

An excerpt from above in order of count of non-hydrogen atoms, falling.
Screening Cc1ccc(OP(=O)(Oc2ccc(C)cc2)N2C=Cc3ccccc3C2C#N)cc1 (centres undefined) returned EIF4E inhibitors 0.375.
For CN1CCN(CC(=O)N2c3ccccc3Sc3cc4ccccc4cc32)CC1 the results were EIF4E inhibitors 0.0693.
COc1ccc(-c2nc(N)c3ncn(C4OC(CO)C(O)C4O)c3n2)cc1 (centres undefined) was read as EIF4E inhibitors -0.276.
c1ccc2c(CN3CCN(Cc4c[nH]c5ccccc45)CC3)c[nH]c2c1 was read as EIF4E inhibitors 0.025.
For NC1C2C(CC(=O)O)OCC=C3CN4CCC1(C(=O)C(=O)O)C4CC32 (centres undefined) the results were EIF4E inhibitors -0.0802.
Oc1cccc2ccc(SSc3ccc4cccc(O)c4n3)nc12 was read as EIF4E inhibitors 0.175.
`CN1CCN(c2ccncc2S(=O)(=O)N2CCN(C)CC2)CC1` gave EIF4E inhibitors 0.169.
O=C1c2ccccc2-c2cc([N+](=O)[O-])c([N+](=O)[O-])cc21 was read as EIF4E inhibitors 0.191.
For NC(N)=NC(N)=Nc1c(F)c(F)c(F)c(F)c1F the results were EIF4E inhibitors 0.115.
`O=C(O)C(C(=O)O)P(=S)(S)c1ccccc1` (centres undefined) gave EIF4E inhibitors 0.374.
For O=C(O)CSc1ncccc1[N+](=O)[O-] the results were EIF4E inhibitors 0.0741.
Screening NC(Cc1ccnnc1)C(=O)O (centres undefined) returned EIF4E inhibitors 0.216.
NCCP(=O)(O)O was read as EIF4E inhibitors 0.0482.

Next results follow.
For CC(C)(C)C(=O)CP(=O)(O)O the results were EIF4E inhibitors -0.174.
Screening NNC(=O)c1ccc[n+](CCc2ccccc2)c1 returned EIF4E inhibitors -0.156.
Screening CN(Cc1cc(Br)cc(Br)c1O)Cc1c(O)ccc2ccccc12 returned EIF4E inhibitors 0.213.
For C#CCOC(=O)C(N)CC(N)=O (centres undefined) the results were EIF4E inhibitors 0.0012.
For CCOC(=O)C(O)Cc1cnc2ccccc2n1 (centres undefined) the results were EIF4E inhibitors 0.549.
`Cc1cc(C)nc(NC(=O)COc2ccc(Cl)cc2)c1` gave EIF4E inhibitors 0.7.
`CC(=O)Nc1ccc2c(c1)C(=Nc1ccc(C(=O)O)cc1)c1ccccc1-2` gave EIF4E inhibitors 0.189.
NCCSCC(N)C(=O)O (centres undefined) was read as EIF4E inhibitors -0.146.
CC1(C)[C@@H]2CC[C@@]1(C)CN(CCC[N+](C)(C)C)C2 was read as EIF4E inhibitors 0.247.
`O=P(O)(CCP(=O)(O)c1ccccc1)c1ccccc1` gave EIF4E inhibitors 0.225.
O=C(O)C(=O)/C=C(\O)c1ccc(Br)cc1 was read as EIF4E inhibitors -0.065.
For CC(C)C(C)/C=C\C(C)C1CCC2C3=CC=C4CC(O)CCC4(C)C3CCC21C (centres undefined) the results were EIF4E inhibitors 0.0921.
c1ccc2c(c1)-c1nc3ccccc3cc1C2N1CCOCC1 (centres undefined) was read as EIF4E inhibitors 0.047.
For NC(=O)C1=CC2C3C=CC2(O)C(=O)OC3O1 (centres undefined) the results were EIF4E inhibitors -0.459.
Nc1ccn(C2OC(COP(=O)(O)O)C(O)C2O)c(=O)n1 (centres undefined) was read as EIF4E inhibitors 0.0703.
C[C@]12Cc3cnc(-c4ccccc4)nc3C[C@@H]1CC[C@@H]1[C@@H]2CC[C@@]2(C)[C@H]1CC[C@]2(C)O was read as EIF4E inhibitors 0.201.
CSc1nc(C)cc(Nc2ccc(O)c(CN3CCCCC3)c2)n1 was read as EIF4E inhibitors 0.155.
CN(C)CCOC(=O)c1ccc(N)cc1 was read as EIF4E inhibitors -0.0047.
Screening NC(CCCCO)C(=O)O (centres undefined) returned EIF4E inhibitors 0.0343.
Cc1ccc(S(=O)ON2CCC(C(=O)O)(c3ccccc3)CC2)cc1 (centres undefined) was read as EIF4E inhibitors 0.377.
`N/C(=N/O)c1cn(C2OC(CO)C(O)C2O)c2ncnc(NO)c12` (centres undefined) gave EIF4E inhibitors -0.103.
Cc1ccc(C)c(C(=N)c2ccccc2Cc2ccccc2)c1 was read as EIF4E inhibitors -0.0695.
Screening CC(C)(S)C(N)C(=O)O (centres undefined) returned EIF4E inhibitors 0.177.
COc1ccc2nc(NCN3C(=O)c4ccccc4C3=O)sc2c1 was read as EIF4E inhibitors -0.27.
Screening Cc1cc(C)c2c(SCc3ccc(Cl)cc3Cl)nc(N)nc2n1 returned EIF4E inhibitors -0.0725.
Screening COC(=O)[C@@]12OC[C@]34[C@H]([C@@H](O)[C@@H]1O)[C@@]1(C)C=C(OC5OC(CO)C(O)C(O)C5O)C(=O)[C@@H](C)[C@@H]1C[C@H]3OC(=O)[C@H](OC(=O)/C=C(\C)C(C)C)[C@@H]24 (some centres undefined) returned EIF4E inhibitors 0.215.
CC(C)(C)c1cc(C#N)cc(Br)c1OP(=O)(Oc1c(Br)cc(C#N)cc1C(C)(C)C)c1ccccc1 was read as EIF4E inhibitors 0.135.
For O=C(O)c1ccc(/C=N/N=C2c3ccccc3-c3ccccc32)cc1 the results were EIF4E inhibitors -0.208.
Screening O=C(O)C1C2C=CC(O2)C1C(=O)NCc1cccnc1 (centres undefined) returned EIF4E inhibitors -0.0504.
For Oc1ccc(Cn2c(-c3ccc(O)cc3)nc3ccccc32)cc1 the results were EIF4E inhibitors 0.211.
`NC(=S)SCCC(=O)O` gave EIF4E inhibitors 0.0191.
`CN(CC(=O)O)Cc1c(O)c(Cl)cc(Cl)c1Cl` gave EIF4E inhibitors -0.155.
For CC(C)CC(NC(=O)C(O)C(N)Cc1ccccc1)C(=O)O (centres undefined) the results were EIF4E inhibitors 0.171.
For O=C1OC(C(O)C(O)C(O)CO)C(O)C1O (centres undefined) the results were EIF4E inhibitors -0.0555.
S=C(S)NCCCn1ccnc1 was read as EIF4E inhibitors 0.0951.
For c1ccc2c(CSCc3cccc4ccccc34)cccc2c1 the results were EIF4E inhibitors -0.15.
For C[C@H](CCC(=O)O)[C@H]1CC[C@H]2[C@@H]3CC[C@@H]4C[C@H](O)CC[C@]4(C)[C@H]3CC[C@]12C the results were EIF4E inhibitors -0.18.
N#C/C(=C\NC(=S)c1ccncc1)c1nc2ccccc2s1 was read as EIF4E inhibitors -0.369.
`COC1C(O)C(C)OC(OC2C(Oc3cccc4c(O)c5c(=O)oc6ccc(C)c7c(=O)oc(c34)c5c67)OC(C)C(O)C2O)C1O` (centres undefined) gave EIF4E inhibitors -0.702*!.
Screening O=C(CN1C(=O)c2ccccc2C1=O)C(O)CN1C(=O)c2ccccc2C1=O (centres undefined) returned EIF4E inhibitors 0.113.
Screening COc1ccc(C(=O)C(Br)C(Br)C(=O)O)cc1 (centres undefined) returned EIF4E inhibitors -0.258.
`[O-]c1c[n+](CC[n+]2cc([O-])on2)no1` gave EIF4E inhibitors -0.368.
`COc1ccc2c(c1)O[C@H]1c3ccc(O)cc3OC[C@@H]21` gave EIF4E inhibitors 0.161.
Screening O=C1C(=O)c2ccccc2C(O)=C1Cc1ccccc1 returned EIF4E inhibitors 0.0025.
`COc1c2c(c3c(c1CCC(=O)O)OC(C)(C)C=C3)OC(C)(C)C=C2` gave EIF4E inhibitors -0.276.
`O=C(O)[C@@H]1[C@H](C(=O)O)[C@H](C(=O)O)C[C@@H]1C(=O)O` gave EIF4E inhibitors -0.306.
For C(/C=C/c1ccccc1)=Nc1ccc2c(c1)Cc1ccccc1-2 the results were EIF4E inhibitors 0.333.

Arranged by formula weight (lowest first): part of the list above.
Screening O=C1C(=O)c2ccccc2C(O)=C1Cc1ccccc1 returned EIF4E inhibitors 0.0025.
For C(/C=C/c1ccccc1)=Nc1ccc2c(c1)Cc1ccccc1-2 the results were EIF4E inhibitors 0.333.
Screening COc1ccc(C(=O)C(Br)C(Br)C(=O)O)cc1 (centres undefined) returned EIF4E inhibitors -0.258.
